# Yp Topo-I inh = blocks Yersinia pestis topoisomerase I activity | Y. pestis Topo-I cleavage product accumulation, plate reader | activity, % at 10 µM | actives 0.064% (n = 360,000) | AID 504884; in the data active means activity above about 50%, passing the limit was not always enough; further: inactives centre near 2
# 3CLpro inhibitor = SARS-CoV 3CLpro protease inhibition; P0C6X7; recombinant SARS-CoV 3CLpro, quenched FRET peptide cleavage; inhibition, % at 6 µM; actives 0.14% (n = 290,000); AID 1706; in the data active means inhibition above about 12%
# DUSP3 inh = inhibitors of human VHR1 phosphatase (DUSP3). inhibition, % at 13.3 µM. recombinant VHR phosphatase, pNPP absorbance. actives 0.52% (n = 290,000). P51452. AID 1654; in the data active means inhibition above about 50%; further: some compounds called inactive have numbers as strong as hits
# Target sequence (P51452 whole entry, looked up): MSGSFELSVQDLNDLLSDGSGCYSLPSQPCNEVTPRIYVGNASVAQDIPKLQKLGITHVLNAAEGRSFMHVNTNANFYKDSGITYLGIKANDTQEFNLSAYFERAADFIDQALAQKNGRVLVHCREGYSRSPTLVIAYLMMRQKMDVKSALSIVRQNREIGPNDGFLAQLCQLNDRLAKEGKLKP
# PfHsp40 rescue = restores yeast growth despite PfHsp40 toxicity | S. cerevisiae expressing PfHsp40, growth rescue, ATP luminescence | growth rescue, % at 12.5 µM | actives 0.68% (n = 340,000) | AID 504582; in the data active means growth rescue above about 28%, passing the limit was not always enough;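 further: yeast W303a lacking pdr1 and pdr3 grown in galactose medium; growth measured after three days at 30 °C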
# Anthrax LF inh2 = blocks Bacillus anthracis lethal factor protease; P15917; multiplex microsphere protease cleavage assay, LF; AID 588501; inhibition, % at 10 µM; actives 0.12% (n = 360,000); in the data active means inhibition above about 30%; further: plate controls were buffer without enzyme for full effect and enzyme alone for no effect
# MazEF act = increases E. coli MazEF RNase cleavage of RNA; actives 0.32% (n = 350,000); FAM/BHQ RNA-DNA oligo cleavage fluorescence, 5 h; activation, % at 20 µM; P0AE70; in the data active means activation above about 50%
# Target sequence (P0AE70 whole entry, looked up): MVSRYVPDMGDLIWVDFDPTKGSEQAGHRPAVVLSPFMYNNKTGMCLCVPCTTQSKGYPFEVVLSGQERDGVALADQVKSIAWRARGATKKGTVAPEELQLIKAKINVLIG
# TcdB inh = blocks C. difficile toxin B glycohydrolase activity | P18177 | TcdB glycohydrolase enzymatic assay, plate reader | inhibition, % at 9.99 µM | actives 0.24% (n = 350,000) | AID 652162; in the data active means inhibition above about 10%
# SSB-PriA inh = K. pneumoniae PriA-SSBct interaction inhibition; AlphaScreen SSBct-PriA binding, biotinylated peptide; inhibition, % at 33 µM; actives 0.6% (n = 430,000); AID 1272365; in the data active means inhibition mostly above about 37%, no sharp cut-off; inactive means mostly below about 20%;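 further: plate controls were negative control peptide for no effect and reference peptide for full effect; strong numbers were not always called active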
# Rv3671c protease = Rv3671c (M. tuberculosis) protease inhibition; AID 2606; actives 0.048% (n = 320,000); inhibition, % at 5.96 µM; in the data active means inhibition above about 38%;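 further: extracellular domain of Rv3671c used as enzyme; 0% = enzyme with DMSO and 100% = no enzyme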
# Target sequence (P9WHR9 whole entry, looked up, the tested form may be a part): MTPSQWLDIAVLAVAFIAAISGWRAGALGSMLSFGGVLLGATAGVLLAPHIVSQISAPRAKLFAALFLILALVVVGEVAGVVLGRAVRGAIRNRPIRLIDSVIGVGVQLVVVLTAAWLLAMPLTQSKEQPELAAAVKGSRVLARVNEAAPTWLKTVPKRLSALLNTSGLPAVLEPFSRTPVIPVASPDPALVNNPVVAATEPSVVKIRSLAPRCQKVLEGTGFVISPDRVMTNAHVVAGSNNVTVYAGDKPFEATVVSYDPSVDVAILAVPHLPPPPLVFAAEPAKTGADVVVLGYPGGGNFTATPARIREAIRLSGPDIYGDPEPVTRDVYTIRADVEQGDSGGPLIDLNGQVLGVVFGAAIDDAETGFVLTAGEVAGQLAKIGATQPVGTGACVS
# Vc quorum ag = inducers of Vibrio cholerae quorum light production without autoinducers | V. cholerae BH1578 lux reporter, luminescence, 6 h | activation, % at 18.7 µM | AID 588436 | actives 0.16% (n = 350,000); in the data active means activation mostly above about 9.7%, no sharp cut-off; further: not every result past the cut was called active; inactives centre near 0; reference of the scale not given here
# An asterisk follows results filed as active; i = inactive; x = no result given; & = joins results of further samples. Only part of the results is shown; rates above refer to the full screens.
SMILES,Yp Topo-I inh,3CLpro inhibitor,DUSP3 inh,PfHsp40 rescue,Anthrax LF inh2,MazEF act,TcdB inh,SSB-PriA inh,Rv3671c protease,Vc quorum ag
N#Cc1ccc(COn2nnc3ccccc32)cc1,0,3,-2,0.0,1,0,0.1,-6,-7,i
CCCCCCc1ccc(N2C[C@H](CCCCC)[C@@H](CC(=O)NCc3ccccc3)C2=O)cc1,9,1,24,-1.2,1,-3,1.7,-15,-6,i
Cc1ccc2c(Cl)c(C(=O)NCC(c3ccco3)N3CCCC3)sc2c1 (centres undefined),8,2,10,0.0,-2,12,-0.1,-10,2,-0.3
O=C(CNCc1cccs1)Nc1cc(S(=O)(=O)N2CCCC2)ccc1Cl,-4,7,-5,0.9,6,-26,0.3,-6,0,0.6
CC(=O)c1ccc(N2CCN(C(=O)Cn3cnc(S(=O)(=O)N4CCCCC4)c3)CC2)cc1,8,-1,2,-0.2,-1,6,1.4,-9,-6,i
C[C@H](OC(=O)n1ccnc1)[C@@H]1O[C@@]2(C)CCC[C@@H]1O2,2,x,x,-1.2,2,5,-1.4,0,-4,i
CCOC(=O)c1c(-c2ccco2)csc1NC(=O)CSc1nnc(N)s1,21,5,19,-0.6,0,1,2.7,2,-3,8.3
CCCOc1ccc(-c2nnn(CC(=O)N3CCC(C)CC3)n2)cc1,23,-2,22,0.1,2,-2,x,-19,2,2.0
COc1ccc(NC(=O)CCN2CCCC(C)C2)cc1 (centres undefined),1,-3,0,-1.5,-3,1,x,-7,-1,-0.5
COc1cc(OC)cc(-c2c(-c3ccc(F)cc3)c3cc(-c4cccc5[nH]ccc45)ccc3n2C)c1,-5,x,x,0.3,0,3,0.4,-19,5,0.8
CCn1ncc(/C=C/C(=O)NCc2cnn(C)c2C)c1C,-3,4,17,-0.1,-1,2,x,-2,-1,-1.0
O=C(O)c1cccc(S(=O)(=O)Nc2cccc3ccccc23)c1,-4,-3,7,0.3,-8,1,-2.5,-3,-1,-0.3
CCC(C)NC(=O)CNC(=S)N(CCCN1CCOCC1)Cc1cccs1 (centres undefined),2,4,-10,-1.0,1,-2,x,12,-2,-0.3
CNC(=O)c1ccc(OC2CSC2)cc1,8,2,18,-0.5,-4,-4,x,-11,7,-7.1
COc1cccc(C2C(C(C)=O)=C(O)C(=O)N2CCc2c[nH]c3ccccc23)c1 (centres undefined),-8,2,21,3.7,-2,2,x,7,-10,-0.7
CC(C)[C@H](NS(=O)(=O)c1ccccc1)C(=O)OCC(=O)NC(=O)c1cccn1C,15,-1,-21,1.2,2,0,x,-13,3,i
COc1ccc2[nH]cc(C(=O)CN3CCCC(C)C3)c2c1 (centres undefined),-10,0,39,-1.5,0,-3,x,2,3,x
NS(=O)(=O)c1cccc(NC(=O)CSc2n[nH]c(-c3ccccc3Br)n2)c1,4,x,x,-0.5,-2,-1,1.5,4,x,i
CCOc1ccc(CN2CCN(Cc3cc4ccccc4o3)CC2CCO)cc1 (centres undefined),38,5,30,-0.1,x,0,0.4,5,5,-0.2
CC(=O)Nc1sc(C)c(C)c1C(=O)OCC(=O)N(CC(C)C)c1c(N)n(Cc2ccccc2)c(=O)[nH]c1=O,6,x,x,-0.7,-15,-18,0.7,0,-4,14
O=C(Nc1c(-c2ccccc2)nc2ccccn12)c1ccccc1,2,1,1,-1.9,-10,6,0.1,-10,1,i
O=C(NC(=S)NCc1ccccc1)c1cccnc1,3,-2,19,0.5,0,5,16*,-6,-9,i
Cn1cccc1C(=O)NC(=O)COC(=O)C12CC3CC(CC(O)(C3)C1)C2,-3,-2,16,0.0,5,3,x,-7,1,4.5
O=C(CC(=O)c1ccccc1)Nc1ccccc1,3,x,x,-1.8,7,-4,0.3,-11,-1,-0.5
CC(=O)NCCC(=O)Nc1sc2c(c1-c1nc3ccccc3[nH]1)CCCC2,2,-6,38,-0.2,-13,2,x,-12,0,-0.1
O=C(OC(C(=O)c1c[nH]c2ccccc12)c1ccccc1)c1cnccn1 (centres undefined),-2,-4,14,1.0,1,-3,1.6,-10,-6,i
CCN(CC(=O)NCc1cccs1)C(=O)c1ccccc1F,-1,3,13,1.7,-3,6,1.3,0,-5,i
CCC1CCCCN1C(=S)NC(=O)c1ccc([N+](=O)[O-])cc1 (centres undefined),5,-2,1,-0.3,-3,3,x,-5,1,-0.3
Cc1coc2cc3oc(=O)ccc3cc12,5,-2,9,-0.2,-9,-20,-0.3,-7,-10,0.8
CC(C)C[C@@H](C(=O)NCC1CCCO1)N1C(=O)N2CCc3c([nH]c4ccccc34)[C@@]2(C)C1=O (some centres undefined),4,0,5,-0.5,-2,-5,1.4,-1,-7,-0.7
Cc1cc(Br)ccc1NC(=O)C1CSC2(C)CCC(=O)N12 (centres undefined),2,x,x,-0.4,2,-2,0.3,-2,3,-1.4
NC(=O)C1CCN(CC(=O)Nc2ccccc2N2CCOCC2)CC1,5,-4,-4,0.2,9,-1,0.1,6,7,-0.1
CC1(C)NC(=O)N(CC(=O)Nc2ccc(-n3cnnn3)cc2)C1=O,12,x,x,-0.2,9,5,0.5,-3,1,i
COc1ccc(C(C(=O)NC2CCCC2)N(CCO)C(=O)Cn2nnc(-c3ccc(C)o3)n2)cc1 (centres undefined),7,2,-8,0.7,-1,7,0.4,-15,-1,-0.3
CC#CC(=O)N1CCC(n2nccc2NC(=O)c2ccc3c(c2)OCO3)CC1,10,5,2,0.0,-3,5,-0.4,-25,11,i
O=C(Cn1c(-c2cncs2)nc2ccccc21)NC1CCCC1,-8,4,-12,-0.6,-7,3,0.5,-5,4,-0.7
COC(=O)C[C@@H]1C[C@@H]2c3cc(NC(=O)NC4CCCCC4)ccc3O[C@@H]2[C@H](CO)O1,1,x,x,x,-4,-13,1.5&-0.1,x,x,-0.4
CC(=O)Nc1ccc(S(=O)(=O)N2CCN(C(=O)c3ncoc3-c3cccc(C)c3)CC2)cc1,11,4,17,-0.6,-7,-19,-4.2,-2,0,-0.1
Cc1c(Cl)cccc1NC(=O)CCCN1C(=O)CCC1=O,5,0,23,1.3,-4,2,x,-1,3,i
Cc1ccc(Cl)cc1NC(=O)NCc1cccnc1,-1,0,19,0.9,-7,2,1.3,3,x,i

# Full records, quoted from the list. Values in the order: Yp Topo-I inh | 3CLpro inhibitor | DUSP3 inh | PfHsp40 rescue | Anthrax LF inh2 | MazEF act | TcdB inh | SSB-PriA inh | Rv3671c protease | Vc quorum ag
# COC(=O)C[C@@H]1C[C@@H]2c3cc(NC(=O)NC4CCCCC4)ccc3O[C@@H]2[C@H](CO)O1 as listed: 1 | x | x | x | -4 | -13 | 1.5&-0.1 | x | x | -0.4
# Cc1coc2cc3oc(=O)ccc3cc12 as listed: 5 | -2 | 9 | -0.2 | -9 | -20 | -0.3 | -7 | -10 | 0.8

# Arranged by heavy-atom count (ascending): three of the compounds above
SMILES,Yp Topo-I inh,3CLpro inhibitor,DUSP3 inh,PfHsp40 rescue,Anthrax LF inh2,MazEF act,TcdB inh,SSB-PriA inh,Rv3671c protease,Vc quorum ag
Cn1cccc1C(=O)NC(=O)COC(=O)C12CC3CC(CC(O)(C3)C1)C2,-3,-2,16,0.0,5,3,x,-7,1,4.5
COC(=O)C[C@@H]1C[C@@H]2c3cc(NC(=O)NC4CCCCC4)ccc3O[C@@H]2[C@H](CO)O1,1,x,x,x,-4,-13,1.5&-0.1,x,x,-0.4
COc1ccc(C(C(=O)NC2CCCC2)N(CCO)C(=O)Cn2nnc(-c3ccc(C)o3)n2)cc1 (centres undefined),7,2,-8,0.7,-1,7,0.4,-15,-1,-0.3

# Next section.
SMILES,Yp Topo-I inh,3CLpro inhibitor,DUSP3 inh,PfHsp40 rescue,Anthrax LF inh2,MazEF act,TcdB inh,SSB-PriA inh,Rv3671c protease,Vc quorum ag
COc1ccc(/C=N\NC(=O)c2ccccc2OC)cc1COc1ccccc1C,22,1,2,0.4,0,-11,1.2,x,-7,-0.7
COc1nc(-c2ccccc2)nnc1-c1ccccc1,4,5,-8,15,0,3,-0.2,-10,x,-0.2
CC(C)[C@H](NC(=O)c1ccco1)C(=O)N(C)Cc1c(F)cccc1Cl,6,3,16,-0.2,0,2,1.4,-6,-4,0.0
C#CC(=O)N(c1ccc(OC)c(OC)c1)C(C(=O)NC1CCCC1)c1cccs1 (centres undefined),-3,2,2,0.9,2,13,0.5,2,0,3.3
CC(=O)N1CCN(CCS(=O)(=O)c2ccc(Br)cc2)CC1,-2,x,x,0.4,-6,1,1.9,-7,-3,-0.4
C/C(=N\N1CCCCCC1)c1c(O)n(C2CCCCC2)c(=O)[nH]c1=O,19,7,-3,2.3,x,-10,2.3,x,-3,-1.3
Cc1cc(C)c(-c2cc(C(=O)Nc3c(C)n(C)n(-c4ccccc4)c3=O)[nH]n2)c(O)c1,3,-5,9,0.3,0,8,x,-16,18,i
CCOC(=O)C1CCN(S(=O)(=O)c2c[nH]c(=O)[nH]c2=O)CC1,-7,x,x,0.3,-7,-1,-3.9,-5,12,-0.7
Cc1nnc(-c2cnn(C)c2N)n1CCCN1CCOCC1,0,-7,17,-0.7,-8,3,0.9,1,6,6.1
CCS(=O)(=O)N1CCC(C(=O)N2CCc3ccccc3C2)CC1,4,2,12,7.1,-4,10,x,-3,-4,i
CCOc1ccc2[nH]c(=O)c(CN(Cc3ccc(F)cc3)C(=O)N3CCCC3)cc2c1,-5,0,21,0.2,-7,-1,x,2,2,-0.6
CC(=O)N1CCC(N(CCCOC(C)C)S(=O)(=O)c2ccc([N+](=O)[O-])cc2)CC1,1,-8,53*,-1.1,-5,-1,1.5,-8,0,i
Cn1c(=O)n(CCc2ccccc2)c(=O)c2c1nc1n2CCCN1Cc1ccccc1,6,2,38,1.5,-2,1,x,-16,4,i
COc1ccc(C2CC(c3ccccc3)=NN2C(=O)COC(=O)c2cccnc2)cc1 (centres undefined),12,-1,24,0.2,1,8,0.5,10,-5,-0.1
O=C(NNc1ccccc1)/C(=C\c1cccnc1)NC(=O)c1ccccc1,-3,2,9,1.5,-2,9,-6.1,-5,-3,-1.1
CCS(=O)(=O)NC(C)c1nnc2n1-c1ccc(Br)cc1C(c1ccccc1Cl)=NC2 (centres undefined),14,x,x,x,x,3,0.7,-4,-2,-0.5
CCOC(=O)c1cc(-c2ccccc2C)n(Cc2cc(C)no2)n1,19,x,x,-1.0,3,6,0.7,5,9,1.6
CC(C)c1ccc(NC(=O)CCNS(=O)(=O)c2cc(Br)cnc2N)cc1,2,4,-15,0.2,0,11,-0.5,-7,-3,-2.1
O=C(N/N=C/c1ccc(COc2ccc(Br)cc2)o1)c1ccco1,-2,0,-8,1.2,-3,9,0.7,x,-6,-0.3
CCOP(=O)(OCC)C(NC(=O)c1ccc(Cl)cc1)=C(Cl)Cl,13,-1,26,1.1,-5,8,x,2,-7,1.2
Cc1c(C)c(C)c(S(=O)(=O)N2CCSCC2)c(C)c1C,-10,-6,40,-0.7,10,-1,1.4,-15,-8,0.0
CCCCCOC(=O)Cc1c(O)c2ccccc2n(C)c1=O,1,4,25,11,11,3,x,-16,2,-0.3
CCN(/N=C/C=C/c1ccccc1)c1cc(=O)n(C)c(=O)[nH]1,8,0,7,1.1,2,1,1.2,x,-11,i
Cc1ccc(C(=O)Nc2ccc3c(c2)C(=O)N(CC2CCCO2)C3=O)cc1 (centres undefined),-8,-1,19,-0.4,-2,7,0.3,-4,-14,-0.3
COc1ccc(C)cc1/C=C/C(=O)N1CCN(S(=O)(=O)c2cccs2)CC1,16,x,x,x,-2,5,0.3,x,x,-0.7
COc1ccc([N+](=O)[O-])c(OC)c1C(=O)NC(=O)Nc1c(C)cccc1C,1,2,14,-0.1,-3,10,-0.2,-10,3,i
COc1ccc(Cl)cc1NC(=O)COc1cccc(-n2cnnn2)c1,1,7,17,-0.4,-6,14,x,-10,-6,-0.3
COCCNC(=O)CSc1nc2ccccc2c(=O)n1-c1cccc(OC)c1,2,-6,-1,3.1,0,7,x,-7,4,-0.2
CCn1c(=O)c2ccccc2n(CC(=O)N2CCCc3ccccc32)c1=O,2,1,10,-0.3,-3,5,0.1,-9,6,-0.3
